# Gli-Sufu block = Gli-Sufu pathway antagonists, primary screen, luciferase luminescence, Sufu-KO-LIGHT cells, uHTS; inhibition, % at 5 µM; Sufu-KO-LIGHT fibroblasts, Gli luciferase reporter luminescence; 0.74% of 340,000 active;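 active means inhibition above about 55%, limit read from the data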;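 further: 0% = DMSO-treated cells and 100% = wells with medium but no cells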
# Apaf1 inhib = inhibitors of human Apaf-1 apoptosome, primary screen, biochemical, DEVD-Rh110 fluorescence, uHTS | reconstituted apoptosome caspase-3 activity | inhibition, % at 20 µM | 0.71% of 330,000 active | AID 489030, 2010; active means inhibition of at least 40% at 20 µM;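 further: plate controls were DMSO wells for no effect and DEVD-CHO caspase inhibitor wells for full effect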
#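 Material: cell-free apoptosome with Apaf-1, procaspase-3 and caspase-9; Buffer or medium: Hepes pH 7.5 with detergent and BSA; Reagent: cytochrome c trigger plus (Z-DEVD)2-Rh110 caspase-3 substrate; Times: compound with Apaf-1, dATP, procaspase-3 30 min, then 50 min reaction, room temperature; Technique: Rh110 fluorescence intensity.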
# SENP8 inh = SENP8 protease inhibitors, primary screen, biochemical, luminescence. Sentrin-specific protease 8 (Homo sapiens), Q96LD8. inhibition, % at 10 µM. 1.2% of 330,000 active. purified SENP8, Z-RLRGG-aminoluciferin cleavage. AID 2540, 2010
# Target sequence (Q96LD8 whole entry, looked up): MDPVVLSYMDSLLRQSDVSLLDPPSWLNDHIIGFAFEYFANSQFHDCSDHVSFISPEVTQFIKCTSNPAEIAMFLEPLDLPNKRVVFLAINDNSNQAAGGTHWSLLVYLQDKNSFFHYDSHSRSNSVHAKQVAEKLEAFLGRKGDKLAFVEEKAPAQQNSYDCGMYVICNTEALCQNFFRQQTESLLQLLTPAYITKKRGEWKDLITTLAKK
# EBI2 antag = EBI2 receptor antagonists, beta-arrestin recruitment, primary screen, cell-based, luminescence, 7a,25-OHC stimulation, uHTS. G-protein coupled receptor 183 (Homo sapiens), P32249. 7a,25-OHC stimulated. inhibition, % at 5 µM. 0.81% of 360,000 active. AID 651636, 2012; in the data active means inhibition above about 38%;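 further: enzyme fragment complementation signal reports receptor beta-arrestin coupling in cells; 0% = agonist plus DMSO wells and 100% = wells without agonist; some results beyond the cut were filed as inactive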
# Jurkat NFkB inh = inhibitors of induced NF-kB luciferase reporter, primary screen, TCR NF-kB activation inhibitor project, cell-based, luminescence, uHTS; 0.53% of 330,000 active; inhibition, % at 4 µM; AID 435003, 2010; Jurkat, PMA/ionomycin-induced NF-kB luciferase reporter
# CCR6 antagonist = CCR6 receptor antagonists, primary screen, cell-based, CHO-K1, luminescence, beta-arrestin, uHTS; C-C chemokine receptor type 6 (Homo sapiens), P51684; CHO-K1 CCR6 PathHunter beta-arrestin, CCL20-stimulated; inhibition, % at 20 µM; 0.49% of 340,000 active; AID 493098, 2011;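 active means compounds whose inhibition of the agonist-driven luminescence signal at 20 µM reaches about 50%, limit read from the data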;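 further: cells stimulated with CCL20 at 14 nM final; plate controls were DMSO with CCL20 for no effect and DMSO without agonist for full effect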
# Target sequence (P51684 whole entry, looked up): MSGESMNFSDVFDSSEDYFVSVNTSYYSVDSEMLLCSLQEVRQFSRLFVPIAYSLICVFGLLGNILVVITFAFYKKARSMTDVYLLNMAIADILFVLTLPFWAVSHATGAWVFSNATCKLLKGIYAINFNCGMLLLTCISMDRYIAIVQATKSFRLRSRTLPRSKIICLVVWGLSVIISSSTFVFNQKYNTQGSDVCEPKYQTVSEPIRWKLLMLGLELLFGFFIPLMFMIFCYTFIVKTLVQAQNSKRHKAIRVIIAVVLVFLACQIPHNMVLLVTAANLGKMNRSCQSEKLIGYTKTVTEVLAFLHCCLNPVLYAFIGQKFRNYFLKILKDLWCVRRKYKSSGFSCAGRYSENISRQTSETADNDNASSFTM
# UBC13 polyUb = UBC13 polyubiquitin chain formation inhibitors, primary screen, biochemical, TR-FRET, uHTS; Ubiquitin-conjugating enzyme E2 N (Homo sapiens), P61088; inhibition, % at 20 µM; 0.47% of 330,000 active; AID 485273, 2010; in the data active means inhibition above about 45%, passing the limit was not always enough
# Target sequence (P61088 whole entry, looked up): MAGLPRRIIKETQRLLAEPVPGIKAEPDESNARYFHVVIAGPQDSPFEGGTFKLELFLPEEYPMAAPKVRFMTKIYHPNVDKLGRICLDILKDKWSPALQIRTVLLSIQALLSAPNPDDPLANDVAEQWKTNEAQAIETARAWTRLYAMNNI
# 697 NFkB inh = inhibitors of PMA/ionomycin-induced NF-kB reporter, 697 cells, primary screen, B-cell NF-kB inhibitor project, cell-based, luminescence, uHTS. 697 B-cell NF-kB luciferase reporter, 16 h. inhibition, % at 4 µM. 0.33% of 330,000 active. AID 435022, 2010; in the data active means inhibition above about 35%
# * marks the source's active call; other numbers are inactive results; / = no result given. Unless noted, no stated cut-off is given here; in the data, active means inhibition above about 50%; inactive means the rest.
# Every second line gives: UBC13 polyUb, Jurkat NFkB inh, 697 NFkB inh, Gli-Sufu block, EBI2 antag, Apaf1 inhib, CCR6 antagonist, SENP8 inh
Cc1cc(C)cc(N2C(=O)C3CCCN3C2=S)c1 (stereo not drawn)
→ 3, 3, 5, 1, -2, -1, 3, 0
O=C1CCCC2=C1C(c1ccc(O)c(O)c1)Nc1ccc3ccccc3c12 (stereo not drawn)
→ 6, 3, 3, -1, -11, -17, 20, 2
C=CCNc1nc(-c2cccs2)c(CC(=O)O)s1
→ -3, -2, 12, 10, 3, -18, 8, -1
O=C(NNC(=O)c1cc2ccccc2oc1=O)c1ccccc1[N+](=O)[O-]
→ -5, 2, 9, -8, 1, 7, 10, 0
CCOCCCNC(=O)CN1C(=O)c2ccccc2Sc2ncccc21
→ 2, 4, 3, 20, 2, 2, 18, 1
CCOC(=O)c1sc(NC(=O)C2CC2)nc1C
→ 5, -2, 2, 27, -8, 0, 1, 0
COc1cc2c(cc1OC)CN(C(=O)COc1ccc(C#N)cc1)CC2
→ 7, 19, 16, -1, -5, 6, 8, 0
COc1ccc(C(NC(=O)N2CC(C)OC(C)C2)C(Cl)(Cl)Cl)cc1F (stereo not drawn)
→ 1, 11, 11, 2, -11, -7, 12, 5
CCc1cc(C(=O)c2ccc(OC)cc2)c(NC(=O)CCC(=O)O)s1
→ -12, 9, 7, -10, -3, -17, -7, -13
O=c1cc(-c2ccncc2)oc2ccccc12
→ -2, 8, -5, -14, -2, -11, 3, -1
CCS(=O)(=O)N1CCC(C(=O)NCc2ccc3c(c2)OCO3)CC1
→ -7, -11, 3, -6, -5, 5, 0, 2
C/C=C/c1ccc(OCCCCOc2c(OC)cccc2OC)c(OC)c1
→ 9, 4, 21, -2, 17, 19, 4, 1
Cc1ccccc1NS(=O)(=O)c1cccc2nsnc12
→ 2, 1, -2, -13, 3, -3, 10, 7
CN(CCNC(=O)C1CCN(S(=O)(=O)c2cnc[nH]2)CC1)Cc1ccccc1
→ -1, -15, 9, 7, -17, -12, -17, 4
N#Cc1cc2cc3c(cc2nc1SCC(=O)N1CCOCC1)OCCO3
→ -1, 30, -143, 37, -5, 6, 10, 1
CC(Sc1ccccc1)C(=O)NCC1COc2ccccc2O1 (stereo not drawn)
→ -2, -5, 14, -6, 13, 1, 7, 20
Cc1ccc(-n2cccc2C(=S)N=P(N(C)C)(N(C)C)N(C)C)cc1
→ -2, 29, -45, 26, 5, -6, 16, -2
CCC(C)n1c(-c2ccco2)nc2nc3ccccc3nc21 (stereo not drawn)
→ -10, 2, 20, /, /, 11, /, 1
CCCc1cc(=O)n2[nH]c(C)nc2n1
→ -9, -3, 14, -10, -1, 6, 0, -6
O=C(Cc1ccc(Cl)cc1)Nc1ccccc1N1CCOCC1
→ 6, -20, 12, -57, 5, 14, 12, 1
CCOc1cc2[nH]c(=O)n(CCCCC(=O)NCc3ccco3)c(=O)c2cc1OCC
→ 1, 8, 5, 4, 2, -190, -9, -3
COC(=O)c1ccccc1NC(=O)C1CC(c2ccccc2O)=NO1 (stereo not drawn)
→ 0, 1, -4, 5, 9, -19, 16, -4
Cc1ccccc1C(=O)O/N=C1\CCS(=O)(=O)c2sccc21
→ 3, -44, -6, 0, -3, 2, -1, -28
O=C1/C(=C/c2ccc([N+](=O)[O-])cc2)C=C(c2ccccc2)N1c1ccccc1
→ -69, -14, -6, -6, 14, 9, 4, 0
COc1ccc(S(=O)(=O)N2CCOCC2)cc1NC(=O)c1cccc(-n2cccc2)c1
→ 6, 8, 3, -7, 0, 2, 14, 10
COC(=O)c1sccc1NC(=O)c1csc(C)c1
→ 7, -7, 11, 4, 10, 16, 14, -20
CC1CC(C)CN(S(=O)(=O)c2ccc3oc(=O)ccc3c2)C1 (stereo not drawn)
→ -2, 15, 2, 9, 3, 11, 4, 3
CCOC(=O)C1(Cc2ccccc2Cl)CCN(S(=O)(=O)N(C)C)CC1
→ 4, -5, -26, 0, 11, 6, 13, -4
Cc1ccc(Oc2ccc(OCC(=O)OC3CCS(=O)(=O)C3)cc2)cc1 (stereo not drawn)
→ 8, -7, 23, /, /, 23, /, 7
CN(Cc1ccc(Cl)c(Cl)c1)C(=O)C1CSC2(C)CCC(=O)N12 (stereo not drawn)
→ 15, 8, 20, 4, 15, -3, 4, 0
CC(C)NC(=S)NC(c1ccccc1)(c1ccccc1)c1ccccc1
→ 8, 8, -33, 29, 18, 5, 38, 5
N#Cc1c(N)nc2c(c1-c1ccc3c(c1)OCO3)CCc1ccccc1-2
→ 8, -4, -3, 17, 8, 24, 11, -9
COCCCNc1nc2c(c(=O)n(C)c(=O)n2C)n1Cc1cccc(OC)c1
→ 2, -15, -3, 19, -6, 4, -1, -3
O=C(CCS(=O)(=O)c1ccc(Br)cc1)N1CCCCCC1
→ -4, 1, -1, -30, -7, -283, 6, -1
CCc1ccc2nc(/N=C(\N)NC(=O)c3ccccc3)nc(C)c2c1
→ 17, -41, -24, 42, 10, 16, 11, -6
O=C(NCc1ccccn1)C(=O)Nc1ccccc1
→ 0, -44, -62, -25, -9, -9, 9, 5
O=C(NC(Cc1c[nH]c2ccccc12)C(=O)O)/C(=C/c1ccco1)NC(=O)c1ccccc1 (stereo not drawn)
→ -11, -1, -3, -8, -8, 1, 1, -7
COC(=O)C(NC(=O)c1ccccc1C)(Nc1ncc(S(=O)(=O)c2ccc([N+](=O)[O-])cc2)s1)C(F)(F)F (stereo not drawn)
→ -21, -6, -13, 13, 22, 14, 22, -3
C(=N\n1cnnc1)/c1ccccc1OCCOc1ccccc1
→ -4, -42, -25, -6, -8, 4, 20, -5
O=C(Nc1ccc([N+](=O)[O-])cc1)C1C(c2ccccc2)=C1c1ccccc1
→ -4, 16, 11, 10, 7, -2, 16, 0
Cc1ccc(NC(=O)CSc2nncs2)cc1Cl
→ 2, -16, 7, -12, -12, 0, -6, -10
NC(=O)C1CCN(S(=O)(=O)c2ccccc2[N+](=O)[O-])CC1
→ 4, -1, 8, -6, -7, -6, -6, -7
CC(=O)c1ccc(Oc2cc(C(F)(F)F)cnc2C(N)=O)cc1
→ 5, 17, 13, 10, -7, -2, -8, 5
Clc1ccc(OCc2cn3ccccc3n2)c2ncccc12
→ -8, -63, -63, -58, 11, 1, 9, -1
COc1ccc(N2CCN(CCNC(=O)c3ccc(NC(=O)C4CCCO4)cc3)CC2)cc1 (stereo not drawn)
→ 10, -7, 24, 3, -7, -6, 1, 7

# An excerpt from above, reduced to UBC13 polyUb and CCR6 antagonist:
structure | UBC13 polyUb | CCR6 antagonist
Cc1ccc(NC(=O)CSc2nncs2)cc1Cl | 2 | -6
NC(=O)C1CCN(S(=O)(=O)c2ccccc2[N+](=O)[O-])CC1 | 4 | -6
CC(=O)c1ccc(Oc2cc(C(F)(F)F)cnc2C(N)=O)cc1 | 5 | -8

# (next part)
# Every second line gives: UBC13 polyUb, Jurkat NFkB inh, 697 NFkB inh, Gli-Sufu block, EBI2 antag, Apaf1 inhib, CCR6 antagonist, SENP8 inh
O=C(c1ccccc1)N1CC(COc2ccccc2)OC(c2cccnc2)O1 (stereo not drawn)
→ 5, -15, -7, 2, -4, 6, 3, -1
Cn1cnnc1SCC(=O)N/N=C/c1ccc(OCC(N)=O)cc1
→ -2, -9, 10, 4, -1, -11, 2, -3
Cc1ccc(S(=O)(=O)NCc2ccc(C(=O)N3CCN(c4ccc([N+](=O)[O-])cc4)CC3)cc2)cc1
→ -5, 59*, 0, 26, -34, 8, 3, 0
O=C(CCc1ccc(S(=O)(=O)NC2CCCCC2)cc1)Nc1ccccc1
→ 7, 3, 9, -3, 1, 8, 0, -3
Cc1cccc2sc(NC(=O)CN3C(=O)c4ccccc4C3=O)nc12
→ 5, 7, 8, -9, -13, -7, -27, -1
COc1cccc(N2CCN(C(=O)CSc3ccc(F)cc3)CC2)c1
→ -5, -5, 6, 5, 23, 0, -3, -3
Cc1ccccc1OCC(O)Cn1c(NCc2ccco2)nc2c1c(=O)n(C)c(=O)n2C (stereo not drawn)
→ -8, -2, -41, 28, -4, -4, 9, -10
CN/C=C1\C(=O)C(C)(C)Oc2ccc3ccc(=O)oc3c21
→ 3, -1, 14, -1, -2, -3, 5, -1
c1ccc2c(c1)Cc1cc3ccccc3nc1-2
→ -14, -78, -217, -91, -7, 15, -2, 92*
CN(CC(=O)Nc1c(Cl)cccc1Cl)C(=O)c1sccc1-c1ccccc1
→ -6, -3, 7, -4, -2, 8, 2, 5
C[C@@]12CCC3[C@@](CCC4[C@@]3(C)CCC[C@@]4(C)C(=O)O)(CC1=O)C2 (stereo partly drawn)
→ -2, -13, 3, 19, -1, 11, 1, -15
O=C1OCCC1Sc1nc2ccccc2c(=O)n1Cc1ccccc1 (stereo not drawn)
→ 3, 8, 10, 2, 3, -1, 7, 1
COc1ccc(C(=O)NC(=S)Nc2ccc(CN3CCOCC3)cc2)cc1OC
→ 0, -2, 2, 2, -6, 3, 7, -11
CCOc1ccc(CCNC(=O)c2cc(S(=O)(=O)N3CCOCC3)ccc2C)cc1OCC
→ -4, 19, 16, 11, 1, 8, 0, -11
CCN(CC)C(=O)CCS(=O)(=O)c1cccc2nonc12
→ -13, -8, 11, -7, -10, 3, 5, -10
CCN1C(=O)N[C@@H](c2ccc(Br)cc2)C(C(C)=O)=C1C
→ 1, 5, 1, -11, -3, -11, -15, -1
Nc1cc(=O)[nH]c(SCC(=O)Nc2cccc(S(=O)(=O)N3CCCCCC3)c2)n1
→ -1, 7, 11, 5, 4, 5, 9, -3
O=C(COC(=O)/C=C/c1cccs1)Nc1ccc(F)cc1
→ 9, 4, 14, -5, -6, -3, 13, -1
COc1cc2[nH]c(C(=O)NCC3CCCO3)cc2c(OC)c1OC (stereo not drawn)
→ 2, -20, 10, -20, -3, -1, 7, -1
CC(=O)N1CCN(c2ccccc2NC(=O)c2ccc3ccccc3c2)CC1
→ -5, -19, -13, -9, 7, 13, 11, -10
O=C(CCNC(=O)c1ccccc1Cl)Nc1ccccc1N1CCCC1
→ -1, 7, -6, 6, 2, 10, 7, -9
CCCCN(C(=O)C1CC(=O)N(c2ccc(OC)cc2OC)C1)c1c(N)n(CC(C)C)c(=O)[nH]c1=O (stereo not drawn)
→ 0, -5, 16, -9, -1, -1, 20, 0
CCOC(=O)c1ccc(N2C(=O)CC(N3CCC(O)(c4ccc(Cl)cc4)CC3)C2=O)cc1 (stereo not drawn)
→ -14, -21, -61, 1, -3, 13, -7, -5
Cc1c(N=C2N=C(NC(=O)NC(C)(C)C)c3ccccc32)c(=O)n(-c2ccccc2)n1C
→ -21, -2, 3, 17, 7, 16, 24, -6
Cc1ccc(S(=O)(=O)N2C[C@@H]3CCCC[C@@H]3[C@@H](C)[C@H]2c2cn(Cc3ccccc3)c3ncccc23)cc1
→ /, /, 13, 78*, 27, 17, 25, /
O=[N+]([O-])c1ccccc1NCc1ccccc1Cl
→ -13, -20, -3, -2, 4, 3, 27, 6
Cc1ccc(CN2CC(C(=O)NCC(=O)Nc3c(C)cccc3C)CC2=O)cc1 (stereo not drawn)
→ 1, -12, 17, -4, -12, -1, 10, -2
O=C(CSc1ccccc1)Nc1ccc(N2CCN(c3ccccc3)CC2)c(F)c1
→ -11, -9, 2, -4, 1, -6, 29, 5
CC(C)(C)OC(=O)C[C@H]1C/C=C\C[C@H](CC(=O)NCCO)C(=O)N2CCC[C@@H]2COC1=O
→ 3, -9, 5, -12, -1, 3, -2, -8
Clc1ccccc1/C=N/N1CCN(Cc2ccccc2)CC1
→ 2, -5, -11, -12, 2, 1, 7, -12
CCc1ccccc1N(C(=O)c1snc(C(N)=O)c1N)C(C(=O)NCC1CCCO1)c1ccc(C)o1 (stereo not drawn)
→ 17, 13, 8, -3, 4, 20, -4, 1

# This is a subset; rates above refer to the full screens.
